# Mcl1 Bid PPI – Mcl-1/Bid interaction inhibition | inhibition, % at 21.7 µM | 220,000 compounds, 0.97% hits | Q07820 | AID 1021 | TR-FRET Mcl-1/Bid-Dy647 peptide binding, 1536-well;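 active = compounds that cut the binding signal by more than half at the single screening dose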;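 note: His-tagged Mcl-1 with europium anti-His antibody binding Bid BH3 peptide; 0% = Mcl-1 plus peptide wells and 100% = peptide-only wells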
# Mcl1 Noxa PPI – Mcl-1/Noxa interaction inhibition. Q07820. TR-FRET Mcl-1/Noxa peptide binding, 2 h. inhibition, % at 21.7 µM. 220,000 compounds, 1.5% hits. AID 1022;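 active = compounds that cut the protein-peptide binding signal by more than 50% relative to plate controls in a single-dose test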;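 note: His-tagged Mcl-1 with rhodamine Noxa BH3 peptide and terbium anti-His antibody; 0% = Mcl-1 plus Noxa peptide wells and 100% = peptide-only wells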
# Bim-Bcl-2 – human Bim-Bcl-2 interaction inhibition; 190,000 compounds, 0.06% hits; P10415; Bead-based flow cytometry, Bim peptide-Bcl-2 binding; AID 950; inhibition, % at 10 µM; in the data active = inhibition above about 40%; inconclusive = no clear call, values can overlap the other calls;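 note: 0% = no compound wells with probe peptide and 100% = reference peptide inhibitor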
# Target sequence (P10415 whole entry, looked up): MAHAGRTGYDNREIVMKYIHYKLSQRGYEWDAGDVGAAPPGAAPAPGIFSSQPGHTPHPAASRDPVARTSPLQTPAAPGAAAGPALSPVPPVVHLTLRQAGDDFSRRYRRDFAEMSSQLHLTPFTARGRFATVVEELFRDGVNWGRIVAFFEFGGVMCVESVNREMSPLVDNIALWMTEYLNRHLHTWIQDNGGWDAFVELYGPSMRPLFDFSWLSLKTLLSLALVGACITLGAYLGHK
# Bim-Bfl-1 – inhibitors of Bim-Bfl-1 interaction, human; Q16548; Bead-based flow cytometry, Bim-Bfl-1 binding inhibition; inhibition, % at 10 µM; 190,000 compounds, 0.12% hits; AID 1008;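 note: 0% = wells without compound plus tracer and 100% = blocker peptide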
# RGS7-Gao reg – regulators of human RGS7-Galphao interaction; P09471; 220,000 compounds, 0.35% hits; Multiplexed bead flow cytometry, RGS7-Galphao binding; actives lie on both sides; binding response (% of control), % at 10 µM; in the data active = binding response below about 49% or above about 150%; inconclusive = no clear call, values can overlap the other calls; inactive = in between;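 note: fluorescent Galphao held in activated GDP-AlF4 state binding bead-coupled RGS7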
# Target sequence (P09471 whole entry, looked up): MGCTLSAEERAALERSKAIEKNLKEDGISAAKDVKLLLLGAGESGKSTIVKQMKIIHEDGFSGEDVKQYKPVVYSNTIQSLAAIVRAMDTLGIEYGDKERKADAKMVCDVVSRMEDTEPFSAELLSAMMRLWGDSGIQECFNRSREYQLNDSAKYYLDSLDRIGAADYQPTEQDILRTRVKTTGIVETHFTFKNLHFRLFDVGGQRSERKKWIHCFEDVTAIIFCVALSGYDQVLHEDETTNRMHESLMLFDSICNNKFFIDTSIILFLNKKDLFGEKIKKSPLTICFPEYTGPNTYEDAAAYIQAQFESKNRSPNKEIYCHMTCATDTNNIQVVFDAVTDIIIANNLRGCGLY
# Bim-Mcl-1 – inhibitors of Bim-Mcl-1 interaction, human; Bead-based flow cytometry, Bim peptide-Mcl-1 binding; inhibition, % at 10 µM; 190,000 compounds, 0.1% hits; AID 1009;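 note: 0% = no compound tracer wells and 100% = peptide blocker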
# Bcl-W Bim block – disrupts Bim peptide binding to human Bcl-W; Q92843; bead-based flow cytometry; inhibition, % at 10 µM; 190,000 compounds, 0.02% hits;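 note: 0% = bound tracer without compound and 100% = peptide blocker; higher means less fluorescent Bim peptide bound to Bcl-W beads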
# Target sequence (Q92843 whole entry, looked up): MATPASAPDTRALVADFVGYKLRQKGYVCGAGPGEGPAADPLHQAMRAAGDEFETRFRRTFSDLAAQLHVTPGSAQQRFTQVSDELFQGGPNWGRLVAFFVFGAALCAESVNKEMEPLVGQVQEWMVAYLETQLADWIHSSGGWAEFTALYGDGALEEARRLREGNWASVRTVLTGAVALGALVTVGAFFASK
# RGS4-Gao reg – human RGS4-Galphao interaction regulation. Multiplexed bead flow cytometry, RGS4-Galphao binding; actives lie on both sides. binding response (% of control), % at 10 µM. 220,000 compounds, 0.33% hits; in the data active = binding response below about 49% or above about 150%; inactive = in between;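 note: fluorescent Galphao activated with aluminum fluoride binding bead-coupled RGS4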
# RGS8-Gao reg – modulates binding of RGS8 to human Galphao | P09471 | multiplexed bead flow cytometry; actives lie on both sides | response (percent of control binding), % at 10 µM | 220,000 compounds, 0.34% hits | AID 1423; in the data active = response below about 60% or above about 140%; inactive = in between;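 note: Galphao activated as the GDP aluminium fluoride complex binding bead-coupled RGS8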
# Bim-Bcl-B – human Bim-Bcl-B interaction inhibition; bead-based flow cytometry, Bim peptide-Bcl-B binding; inhibition, % at 10 µM; 190,000 compounds, 0.073% hits;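 note: 0% = tracer peptide without compound and 100% = reference inhibitor peptide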
# Target sequence (Q9HD36 whole entry, looked up): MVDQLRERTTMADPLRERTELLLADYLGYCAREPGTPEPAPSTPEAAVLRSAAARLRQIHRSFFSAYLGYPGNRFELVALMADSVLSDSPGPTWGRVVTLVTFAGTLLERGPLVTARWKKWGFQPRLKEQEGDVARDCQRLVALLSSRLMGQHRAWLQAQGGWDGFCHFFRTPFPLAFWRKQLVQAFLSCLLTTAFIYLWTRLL
# Bcl-XL Bim block – inhibitors of Bim-Bcl-XL interaction, human. 190,000 compounds, 0.04% hits. Bim peptide-Bcl-XL binding, bead flow cytometry, fluorescence. Q07817. inhibition, % at 10 µM
# Active calls of the source: *; ? = inconclusive; . = not tested or not shown. Cut-off read from the data, not from the text of the source, unless noted: active = inhibition above about 40%.
SMILES,Mcl1 Bid PPI,Mcl1 Noxa PPI,Bim-Bcl-2,Bim-Bfl-1,RGS7-Gao reg,Bim-Mcl-1,Bcl-W Bim block,RGS4-Gao reg,RGS8-Gao reg,Bim-Bcl-B,Bcl-XL Bim block
Cc1ccc(NC(=O)CCC(=O)OCC(=O)c2ccc(Oc3ccc([N+](=O)[O-])cc3)cc2)cc1,6,20,-4,-15,102,0,-2,102,103,-7,-4
CCn1c(CC(=O)Nc2ccccc2)nnc1SCC(=O)Nc1ccccc1C(=O)OC,-30,-9,-9,-9,102,-2,4,104,102,-7,2
CC(C)(C)c1ccc(/C=C2\SC(=O)N=C2N)cc1,-13,-10,-2,-5,94,0,-2,101,101,-3,-3
CS(=O)(=O)N(CC(=O)NN=C1CCCCCC1)c1ccc(Oc2ccccc2)cc1,-24,3,-1,-7,110,0,-1,109,104,-2,-3
O=C1CCCC/C1=C/Nc1cccc(C(F)(F)F)c1,-44,15,0,-2,103,2,4,101,99,-3,0
S=C(Nc1ccc2nc(-c3ccccn3)c(-c3ccccn3)nc2c1)N1CCOCC1,-53,14,2,1,102,2,2,97,100,-6,-1
CCOC(=O)c1c(NC(=O)COC(=O)Cn2cnc3ccccc32)sc(C)c1C,-17,-2,2,0,89,1,2,89,92,1,0
O=C(/C=C/c1ccc(F)cc1)NC(=S)NNC(=O)c1cnccn1,-89,-132,.,.,?,.,.,103,99,.,.
O=C(NCCN1CCOCC1)Nc1ccc(F)cc1,-18,-5,-3,-5,106,3,2,104,107,0,0
CCOC(=O)c1c(C)c(C(=O)Nc2ccc(F)cc2)c(C)n1C,-15,-14,1,-6,98,0,0,99,102,-1,-1
O=C(O)C1C(C(=O)Nc2ccc(Cl)cc2)C2C=CC1C21CC1 (centres undefined),-53,-5,0,-7,97,1,3,98,100,-5,1
CS(=O)(=O)Nc1ccc(Br)cc1C(=O)c1ccccc1,4,-6,-10,-9,105,-1,-5,102,103,-7,-10
O=C(CSc1ncccc1C(=O)O)NCc1ccc(F)cc1,-23,11,-6,-12,106,3,1,107,103,-7,-2
COc1ccc(-c2nc(N)n(C(=O)c3ccccc3)n2)cc1,-14,4,-4,-3,94,-1,0,99,98,-3,-2
Cc1cc(C(=O)COc2ccc(C#N)cc2)c(C)n1-c1ccc2c(c1)OCO2,-51,-2,-6,-1,90,-3,-2,92,99,-3,-3
CCOc1ccc(C2N(c3cc(C)on3)C(=O)C3CCCN32)cc1OC (centres undefined),-7,3,-11,-11,104,-2,0,103,100,-8,0
CN1CCN(C(=O)/C(=C/c2ccc(F)cc2)c2ccsc2)CC1,1,12,-2,-3,103,0,1,101,106,-2,0
CCC(C)NCC(O)COCc1ccc(Cl)cc1 (centres undefined),-26,-3,-9,-6,101,3,-1,101,103,-6,0
COc1ccc(S(=O)(=O)N(C)c2ccc(C(=O)N3CCOCC3)cc2)cc1OC,-11,-10,-7,-9,109,-4,-2,106,100,-11,-1
O=C1/C(=C/c2cccs2)SC(=S)N1C1CCS(=O)(=O)C1 (centres undefined),-35,15,.,.,?,.,.,100,101,.,.
COc1ccc(S(=O)(=O)Nc2ccc(S(=O)(=O)N3CCOCC3)cc2)cc1C,2,19,-1,-1,100,0,-2,100,102,0,0
NS(=O)(=O)c1ccc(NC(=O)C2CCCN(S(=O)(=O)c3ccc(F)cc3)C2)cc1 (centres undefined),-15,0,-5,-5,104,-2,-2,103,100,0,-5
O=C(CNS(=O)(=O)c1cccc2nsnc12)NCc1ccc(Cl)cc1,-43,9,-6,-10,98,-2,-2,101,98,-8,-3
Clc1ccc(-c2csc(Nc3ccccc3)[n+]2Cc2ccco2)c(Cl)c1,-12,8,-2,-2,?,-1,-1,102,99,-5,-2
CCOC(=O)c1ccc(NC(=O)CCc2ccc(C)o2)cc1,-34,4,0,0,103,0,2,98,101,1,1
# (cont.)
SMILES,Mcl1 Bid PPI,Mcl1 Noxa PPI,Bim-Bcl-2,Bim-Bfl-1,RGS7-Gao reg,Bim-Mcl-1,Bcl-W Bim block,RGS4-Gao reg,RGS8-Gao reg,Bim-Bcl-B,Bcl-XL Bim block
CN(C)C(=O)/C(=C\c1ccncc1)NC(=O)c1ccccc1,-34,4,0,-7,102,-2,-3,103,102,-4,-3
CCN(CC)c1ccc(/C=C(\C#N)c2ccccn2)cc1,-6,2,-1,0,99,-8,-4,99,99,-10,-8
O=C1CCN(C(=O)c2cccs2)c2ccccc21,0,-5,-3,-2,102,-1,-4,102,106,-4,-5
CCOc1ccc(-n2c(N)c(C(=O)NCc3ccco3)sc2=S)cc1,-69,5,0,4,128,-2,-1,95,98,-15,-7
CC1(C)C2C(Cl)(Cl)C2(C)c2ccccc2N1C=O (centres undefined),-10,-14,.,.,?,.,.,96,107,.,.
COc1ccc2ccc(Oc3ncccn3)cc2c1,-5,31,-10,-9,101,-1,0,103,101,-7,-4
CCOC(=O)C1(CCOc2ccccc2)CCN(Cc2ccc(C)o2)CC1,-28,15,-6,-4,103,-2,0,104,100,-6,-2
CCc1ccc(CN(C)C(=O)CCc2nnc(-c3ccc(-c4ccccc4)cc3)o2)nc1,-27,-16,-1,2,100,-4,1,102,102,-4,-2
O=C(O)c1ccc(NC(=O)c2cccs2)cc1,-11,-4,-13,-20,98,-5,0,101,101,-11,-8
COc1ccc(CNC(=O)NC2CCCCC2)cc1,-39,-7,-7,-13,100,-2,-2,101,106,-10,-5
Cc1cc[n+](CC2OCc3ccccc3CO2)cc1,-24,6,-3,-6,101,-1,-2,102,103,-4,-4
O=C(NNC(=S)Nc1ccc(F)c(Cl)c1)C1CC1,-14,0,-3,1,97,-4,-7,99,96,-44,-9
COC(=O)c1ccc(NC(=S)NCCc2ccc(OC)cc2)cc1,-15,24,-2,-4,?,-5,-5,102,102,-12,-4
Cc1ccc(C)c2[nH]c(=O)c(CN(CC3CCCO3)C(=S)NCc3ccco3)cc12 (centres undefined),-82,14,.,.,?,.,.,100,99,.,.
Cc1c(C(=O)NCCCc2ccccc2)cccc1[N+](=O)[O-],10,-4,-2,-11,101,-4,-4,102,101,-11,-10
O=C(Cc1ccc(Cl)cc1)Nc1ccc(N2CCCC2)cc1,-24,-6,-2,-11,101,-4,0,101,99,-5,0
CC1CCC(NC(=O)CN(C)S(=O)(=O)c2cnc[nH]2)CC1 (centres undefined),-11,10,-3,-4,103,-4,-4,102,101,-6,-3
COc1ccc(N=c2sc3ccccc3n2C)cc1,-15,-14,1,-3,100,0,8,103,101,-4,0
CN(C)NC(=O)c1ccsc1NC(=O)c1ccc(S(=O)(=O)N(C)C)cc1,8,-3,-1,-4,94,4,2,97,98,-3,3
CCc1nnc(NC(=O)CSc2nnc(COc3ccccc3)n2Cc2ccccc2)s1,-21,12,-2,1,97,-1,-2,98,102,0,-1
O=C(COC(=O)c1cc2c(s1)CCC2)Nc1ccc(F)cc1,-60,43,-2,0,71,-2,-2,84,84,-6,2
O=C(c1ccc2c3c(cccc13)CC2)C1CCCN(C(=O)c2ccc(=O)[nH]c2)C1 (centres undefined),-47,5,3,0,99,1,1,99,93,-3,0
Cn1c(Cn2c(=O)sc3ccccc32)nnc1SCC(=O)NCc1ccccc1Cl,-10,16,-8,-6,102,-5,-9,105,100,-9,-12
COC(=O)c1nnn(CC(=O)NC(=O)Nc2ccc(F)cc2)c1C(=O)OC,1,14,-1,-3,100,-2,-2,100,95,-4,-4
O=C(Nc1cc(C(F)(F)F)ccc1N1CCOCC1)c1ccccc1,14,1,-1,-13,100,3,-1,109,104,-5,-1
# Next part:
SMILES,Mcl1 Bid PPI,Mcl1 Noxa PPI,Bim-Bcl-2,Bim-Bfl-1,RGS7-Gao reg,Bim-Mcl-1,Bcl-W Bim block,RGS4-Gao reg,RGS8-Gao reg,Bim-Bcl-B,Bcl-XL Bim block
O=C(O)/C=C/C(=O)NC1CCC(CC2CCC(NC(=O)/C=C/C(=O)O)CC2)CC1 (centres undefined),-13,9,2,-2,101,0,2,104,99,-2,0
CC1CCN(S(=O)(=O)N2CCC(C(=O)O)CC2)CC1,-4,2,-6,-2,94,-4,-6,94,96,-6,-3
CC(C)CC(=O)Nc1ccc(C(=O)Nc2cccc(O)c2)cc1,-6,5,0,1,99,0,2,98,103,5,4
O=c1[nH]c2ccc(S(=O)(=O)N3CCN(Cc4ccccc4)CC3)cc2[nH]c1=O,-10,32,2,0,104,0,0,107,102,-1,1
CCOc1ccc(N2C(=O)CC(N(C)Cc3ccccc3)C2=O)cc1 (centres undefined),-2,10,-1,1,98,1,-2,98,100,2,-4
Cn1c(CCNC(=O)c2ccccc2F)nnc1SCC(=O)Nc1ccccc1F,-11,-5,-3,-4,?,-3,0,97,100,-6,-5
Cc1ccc(S(=O)(=O)Nc2cnc3ccccc3c2)cc1,17,12,-2,0,100,0,0,100,98,3,-2
O=C(c1ccc(S(=O)(=O)N2CCCC2)cc1)N1CCC(CN2C(=O)c3cccc4cccc(c34)C2=O)CC1,6,-8,.,.,?,.,.,104,100,.,.
CCN1C(c2ccccc2)=C(c2ccccc2)S/C1=C/C=C1\SC(=S)N(C)C1=O,-15,-9,.,36,97,27,17,97,90,-27,27
CCOC(=O)C1=C(OCc2ccc(Cl)cc2)C2C=C(C)C=CC2N=C1 (centres undefined),-22,-11,-5,-1,103,-4,-1,102,101,-1,0
CC(O)[C@H]1CNC(=O)C(=O)N1CC1CCCCC1 (some centres undefined),-30,3,.,.,?,.,.,109,102,.,.
Cc1ccc(N2C(=O)C3C(C2=O)N2C(c4cccs4)C4C(=O)N(c5ccc(C)cc5)C(=O)C4N2C3c2cccs2)cc1 (centres undefined),7,1,-9,-12,97,-5,0,103,104,-9,-3
CC1(C)Cc2c(cnn2-c2ccccc2)-c2c1c1ccccc1n2CC(O)CCl (centres undefined),-13,-5,1,0,98,2,0,102,102,-2,0
O=C1c2nccnc2C(=O)N1c1ccc(C(F)(F)F)cc1,-13,7,-1,-5,?,0,0,93,95,-3,-1
Cc1c(NS(=O)(=O)c2ccc(NCC3CCCO3)c([N+](=O)[O-])c2)c(=O)n(-c2ccccc2)n1C (centres undefined),-28,3,0,-5,?,-4,-4,97,98,-3,-2
CN(CC(=O)OCC(=O)NC(=O)c1cccn1C)S(=O)(=O)c1ccc(Cl)cc1,-22,23,-2,-6,99,0,0,96,102,-3,-1
COCCN(C(=O)c1ccco1)c1nnc(-c2ccc(OC)c(OC)c2)s1,-6,-3,0,-3,106,-1,-2,103,106,-7,-6
S=C(Nc1ccccc1)N(Cc1ccccc1)Cc1ccncc1,-21,3,-3,-4,90,1,-2,92,94,0,0
COc1ccc(OC)c(-n2nnnc2SCC(=O)NCc2ccc3c(c2)OCO3)c1,14,-14,-3,-1,101,-2,-4,101,103,0,-4
O=C(Nc1ccc(Cl)cc1)[C@@H]1[C@@H]2C(=O)N(c3cccc(F)c3)C(=O)[C@@H]2[C@H]2C=CC=NN21,-17,10,.,.,?,.,.,93,100,.,.
COc1ccc(N2C(=O)CC(Sc3n[nH]c(-c4cccc(C)c4)n3)C2=O)cc1 (centres undefined),-56,15,.,.,?,.,.,90,97,.,.

# Compounds above with a cyano group:
SMILES,Mcl1 Bid PPI,Mcl1 Noxa PPI,Bim-Bcl-2,Bim-Bfl-1,RGS7-Gao reg,Bim-Mcl-1,Bcl-W Bim block,RGS4-Gao reg,RGS8-Gao reg,Bim-Bcl-B,Bcl-XL Bim block
Cc1cc(C(=O)COc2ccc(C#N)cc2)c(C)n1-c1ccc2c(c1)OCO2,-51,-2,-6,-1,90,-3,-2,92,99,-3,-3
CCN(CC)c1ccc(/C=C(\C#N)c2ccccn2)cc1,-6,2,-1,0,99,-8,-4,99,99,-10,-8
